# High-throughput results as filed in PubChem.
# PP1 counter: counter-screen for PP5 inhibitors: inhibitors of human PP1-alpha. P62136. purified PP1alpha, OMFP fluorescence. inhibition, % at 6.7 µM. 320,000 tested, 0.9% active. AID 2235;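 active means inhibition above the mean inhibition of all tested compounds plus 3 SD, computed separately for each screening campaign, cut at about 15% in these data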
# Target sequence (P62136 whole entry, looked up): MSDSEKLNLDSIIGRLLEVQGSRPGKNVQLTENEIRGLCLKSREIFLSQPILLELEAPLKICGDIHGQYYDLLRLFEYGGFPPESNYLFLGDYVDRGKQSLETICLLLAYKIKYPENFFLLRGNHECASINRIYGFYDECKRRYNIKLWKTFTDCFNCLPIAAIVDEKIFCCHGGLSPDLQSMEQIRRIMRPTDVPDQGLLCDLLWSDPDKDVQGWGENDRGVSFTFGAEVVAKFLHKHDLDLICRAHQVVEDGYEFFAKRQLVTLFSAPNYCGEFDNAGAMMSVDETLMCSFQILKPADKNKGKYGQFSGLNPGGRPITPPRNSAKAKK
# AHR act: human AHR activation; P35869; activation, % at 5 µM; AHR-responsive luciferase reporter cells, luminescence; 320,000 tested, 2.5% active; AID 2796; in the data active means activation above about 47%;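 further: 0% = vehicle wells and 100% = reference agonist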
# HCV core dimer: HCV core protein dimerization inhibition. TR-FRET GST/Flag-core106 dimerization, 1536-well. inhibition, % at 5 µM. 300,000 tested, 0.33% active. AID 1899;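 active means inhibition above the mean of all tested compounds plus 3 SD, set per screening campaign, cut at about 45% in these data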
#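 assay system = GST-tagged and Flag-tagged HCV core protein residues 1-106 | controls = unlabelled core106 and no-GST-core106 wells | incubation = compound-protein-antibody incubation 4 h at 22.5 °C | probe or stimulus = Eu donor and XL665 acceptor anti-tag antibodies | read-out = % inhibition based on acceptor/donor emission ratio | signal = TR-FRET 671 and 617 nm emission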
# TPT1 inhibitor: inhibitors of Candida albicans tRNA 2'-phosphotransferase TPT1; recombinant caTPT1, FP RNA substrate dephosphorylation; inhibition, % at 5 µM; 300,000 tested, 0.81% active; AID 1962;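 active means inhibition above the mean of all tested compounds plus 3 SD, set per screening campaign, cut at about 24% in these data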;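 further: plate controls were DMSO alone for no effect and ferristatin control at 100 nM for full effect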
# PAFAH2 inh: inhibitors of human PAFAH2; recombinant PAFAH2, FP-rhodamine activity probe, fluorescence polarization; inhibition, % at 3.39 µM; 340,000 tested, 0.99% active; AID 492956;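 active means inhibition above the mean over all tested compounds plus 3 SD, cut at about 30% in these data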;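 further: inhibitors block probe labeling of enzyme so polarization drops; 0% = enzyme with DMSO and 100% = wells lacking PAFAH2 protein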
# procasp3 activ: procaspase-3 (human) activation; P42574; recombinant procaspase-3 D3A, Ac-DEVD-pNA absorbance 405 nm; activation, % at 8.5 µM; 330,000 tested, 0.11% active; AID 463141;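 active means activation above the mean of all tested compounds plus 3 SD, cut at about 21% in these data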;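 further: 0% = DMSO alone and 100% = DMSO wells spiked with extra 5 µM PC-3 D3A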
# Target sequence (P42574 whole entry D9A/D28A/D175A): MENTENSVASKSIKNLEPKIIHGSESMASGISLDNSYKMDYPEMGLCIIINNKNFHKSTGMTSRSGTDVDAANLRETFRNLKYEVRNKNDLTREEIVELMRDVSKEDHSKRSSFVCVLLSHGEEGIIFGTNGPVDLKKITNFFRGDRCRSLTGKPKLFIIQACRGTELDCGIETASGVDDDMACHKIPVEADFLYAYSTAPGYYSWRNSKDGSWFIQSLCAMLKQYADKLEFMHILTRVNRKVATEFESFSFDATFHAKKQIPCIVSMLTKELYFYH
#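 Test system: Procaspase-3 D3A mutant; medium: Zinc-free HEPES/NaCl buffer with 0.01% Triton X-100 at pH 7.4; reagent: DEVD-pNA substrate; doses: one concentration, 8.5 µM nominal, 0.8% DMSO; times: 1 h preincubation plus 2 h reaction at 25 °C; signal: Epi-absorbance at 405 nm of released p-nitroaniline, 0 and 120 min; replicates: singlicate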
# PP5 primary: PP5 (human) phosphatase inhibition | P53041 | purified PP5c, OMFP substrate fluorescence | inhibition, % at 6.7 µM | 320,000 tested, 0.18% active | AID 1987;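 active means inhibition above the campaign's mean inhibition across all tested compounds plus 3 SD, cut at about 9.5% in these data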;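 further: 0% = DMSO only and 100% = 100 µM cantharidin control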
# procasp7 counter: counter-screen: procaspase-7 (human) activation. recombinant procaspase-7, Ac-DEVD-pNA absorbance 405 nm; D23A/D198A/D206A triple mutant, cannot self-cleave; scale: DMSO 0, 5 µM enzyme 100. P55210. activation, % at 8.5 µM. 330,000 tested, 0.093% active;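 active means percent activation above the screen-wide mean plus 3 SD, cut at about 25% in these data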
# Target sequence (P55210 whole entry D23A/D198A/D206A): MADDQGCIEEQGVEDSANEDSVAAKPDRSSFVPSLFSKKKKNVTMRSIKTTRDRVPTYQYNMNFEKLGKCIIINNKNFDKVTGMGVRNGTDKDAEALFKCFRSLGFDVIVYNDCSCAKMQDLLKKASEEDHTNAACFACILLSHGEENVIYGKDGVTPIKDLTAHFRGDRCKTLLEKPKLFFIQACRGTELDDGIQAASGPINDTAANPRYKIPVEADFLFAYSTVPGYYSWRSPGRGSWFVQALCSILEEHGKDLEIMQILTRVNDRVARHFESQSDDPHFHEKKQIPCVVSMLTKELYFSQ
#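 System: Uncleavable procaspase-7 mutant enzyme; Amount: 2 µM procaspase-7 mutant as dispensed; Schedule: 1 h compound preincubation, 2 h substrate cleavage, 25 °C; Measured by: 405 nm absorbance of p-nitroaniline; Evaluation: percent activation from buffer-corrected 0–120 min absorbance change; Control set: low DMSO alone, high DMSO plus 5 µM PC-7.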
# CTSL1 counter: cathepsin L1 inhibition, PFM18AAP counter-screen; inhibition, % at 5.96 µM; recombinant F. hepatica cathepsin L1, Z-Leu-Arg-MCA fluorescence; 300,000 tested, 0.49% active;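 active means inhibition above the mean of all tested compounds plus 3 SD, set per screening campaign, cut at about 17% in these data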;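 further: 0% = plate median of test compound wells and 100% = 1 µM Z-Phe-Ala-diazomethylketone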
# * marks the source's active call; other numbers are inactive results; x = no result given.
1	Cc1cc(NC(=O)CSCc2nc(-c3cccc(F)c3)oc2C)no1
2	Cc1cc(C[n+]2cc(Cl)ccc2N)c2ncccc2c1
3	O=C(COC(=O)C1CCN(c2ccc(C(F)(F)F)cn2)CC1)Nc1cc(F)ccc1F
4	CC1(C)Oc2ccc(C(=O)N3CCCCC3)cc2N(CC(=O)NCc2ccccc2)C1=O
5	O=C(O)c1nn(-c2ccccc2C(F)(F)F)cc1O
6	Cn1c(=O)[nH]c(=O)c2c1nc(CN1CCOCC1)n2CCCc1ccccc1
7	CC(C)(C)SCCNS(=O)(=O)c1ccc(C#N)cc1
8	CC(=O)NS(=O)(=O)c1ccc(NC(=O)c2cc(-c3cccs3)nc3ccccc23)cc1

Assay by compound,1,2,3,4,5,6,7,8
PP1 counter,1,-2,3,-3,2,2,0,0
AHR act,-2,11,1,3,2,-4,-1,-2
HCV core dimer,-10,2,-5,8,-5,-9,3,2
TPT1 inhibitor,2,2,-3,3,3,-2,0,1
PAFAH2 inh,10,-1,5,2,2,-4,-4,1
procasp3 activ,14,-7,8,7,-7,2,12,5
PP5 primary,1.5,2.4,3.5,2.4,-1.1,4.4,-0.7,3.3
procasp7 counter,-3,-8,2,4,1,0,0,-2
CTSL1 counter,-3,14,-15,-1,9,1,1,1

# In the list so far, 2 have a CF3 group:
3	O=C(COC(=O)C1CCN(c2ccc(C(F)(F)F)cn2)CC1)Nc1cc(F)ccc1F
5	O=C(O)c1nn(-c2ccccc2C(F)(F)F)cc1O

Assay by compound,3,5
PP1 counter,3,2
AHR act,1,2
HCV core dimer,-5,-5
TPT1 inhibitor,-3,3
PAFAH2 inh,5,2
procasp3 activ,8,-7
PP5 primary,3.5,-1.1
procasp7 counter,2,1
CTSL1 counter,-15,9

# Additional records:
9	CCC(C)(C(=O)NC1CCCCC1)N(C)C(=O)c1ccccn1 (stereo not given)
10	Clc1cccc(Cl)c1CO/N=C/c1c(-c2ccccc2)nc2n1CCS2
11	CSC(=NC#N)N1CCN(c2c(C)cccc2C)CC1
12	O=C(Nc1ccc(Cl)cc1)Nc1cc([N+](=O)[O-])ccc1F
13	Cc1ccc(C)n1-c1nccc(-c2ccco2)n1
14	COc1ccc(C(=O)NCCn2cc(SCC(N)=O)c3ccccc32)cc1
15	Cc1cccc(NC(=O)c2cc(=O)[nH]c3ccccc23)c1
16	COc1ccc(/C=N\NC(=O)c2ccccc2OC)cc1COc1c(F)c(F)c(F)c(F)c1F

Assay by compound,9,10,11,12,13,14,15,16
PP1 counter,0,3,1,-4,-6,-7,0,4
AHR act,-2,-4,-3,24,0,1,89*,35
HCV core dimer,-5,0,6,5,4,-2,-1,12
TPT1 inhibitor,-3,-2,-1,-6,0,-6,-1,-2
PAFAH2 inh,-2,10,-7,4,-1,0,9,-7
procasp3 activ,4,-3,-6,0,-5,-3,10,-4
PP5 primary,-0.8,2.3,4.2,-3.9,-0.1,1.8,-0.1,7.2
procasp7 counter,3,11,14,-7,-1,-6,-9,5
CTSL1 counter,0,-1,-1,2,3,7,0,-1

# Just PAFAH2 inh (5 entries from above):
cpd	mol	PAFAH2 inh
12	O=C(Nc1ccc(Cl)cc1)Nc1cc([N+](=O)[O-])ccc1F	4
14	COc1ccc(C(=O)NCCn2cc(SCC(N)=O)c3ccccc32)cc1	0
13	Cc1ccc(C)n1-c1nccc(-c2ccco2)n1	-1
15	Cc1cccc(NC(=O)c2cc(=O)[nH]c3ccccc23)c1	9
11	CSC(=NC#N)N1CCN(c2c(C)cccc2C)CC1	-7

# Back to the main list; the 2 compounds before the break are reprinted first.
15	Cc1cccc(NC(=O)c2cc(=O)[nH]c3ccccc23)c1
16	COc1ccc(/C=N\NC(=O)c2ccccc2OC)cc1COc1c(F)c(F)c(F)c(F)c1F
17	Cc1nc(N2CCN(Cc3ccccc3)CC2)nc2c1C(=O)CC(c1ccco1)C2 (stereo not given)
18	Cc1cccc(Oc2cc(NC(=O)Cn3cnc([N+](=O)[O-])n3)cc([N+](=O)[O-])c2)c1
19	COc1ccc(NC(=O)CCN2CCN(c3ccc(F)cc3)CC2)cc1
20	COc1ccc(NC(=O)CN2C(=O)CSC2=O)cc1
21	Cc1ccc(C(=O)C(OC(=O)CN2C(=O)c3ccccc3C2=O)c2ccccc2)cc1 (stereo not given)
22	COc1ccc(C(CC(=O)O)NC(=O)c2cc3cc(Br)ccc3oc2=O)cc1OC (stereo not given)
23	O=C(CCCc1ccccc1)NCc1cccnc1
24	CCc1ccc(-c2csc3nc[nH]c(=O)c23)cc1

Assay by compound,15,16,17,18,19,20,21,22,23,24
PP1 counter,0,4,1,6,0,-6,3,1,-5,-1
AHR act,89*,35,-5,0,-1,0,-4,0,1,-1
HCV core dimer,-1,12,5,-4,-2,5,11,0,-1,3
TPT1 inhibitor,-1,-2,0,-2,1,2,-1,-4,-3,-3
PAFAH2 inh,9,-7,-3,-13,-1,-2,-4,-2,1,1
procasp3 activ,10,-4,1,-2,-3,-1,-12,4,-5,6
PP5 primary,-0.1,7.2,0.9,3.4,-0.3,0.8,2.6,1.9,2.2,1.8
procasp7 counter,-9,5,-16,9,2,5,11,3,8,-1
CTSL1 counter,0,-1,7,12,-1,1,-15,1,1,-2

25	COC/C=C/C1=CC2=CC(=O)C(C)(OC(=O)C3CCCC3)C(=O)C2=CO1 (stereo not given)
26	CNC(C)C(=O)NC(C(=O)N1CCCC1C(=O)NNc1ccccc1)C(C)C (stereo not given)
27	COc1ccc(C(O)P(=O)(OC(C)C)OC(C)C)c(OC)c1 (stereo not given)
28	Cc1cccc(-c2nnc(SCC(=O)N3CCOCC3)o2)c1
29	COc1ccc(NC(=O)CC2C(=O)N(C)C(=S)N2Cc2ccc3c(c2)OCO3)cc1 (stereo not given)
30	O=C(O)c1ccccc1C(=O)c1ccc2c(c1)N(Cc1cccc(F)c1)C(=O)CO2
31	CCC1CCCCN1C(=O)c1ccc(OC2CCN(Cc3ccccn3)CC2)cc1 (stereo not given)
32	O=S(=O)(NCCc1cn2ccccc2n1)c1cccs1

Assay by compound,25,26,27,28,29,30,31,32
PP1 counter,-1,-2,-1,-1,-4,0,-3,1
AHR act,2,6,0,10,1,5,-1,3
HCV core dimer,7,x,-1,5,-1,4,-8,-4
TPT1 inhibitor,1,x,0,-1,-2,1,0,-1
PAFAH2 inh,16,7,-1,-2,-6,-3,1,-2
procasp3 activ,5,-6,0,1,-10,7,1,-2
PP5 primary,4.1,-0.1,-0.2,-1.1,0.5,2.6,-2.6,-1.6
procasp7 counter,-10,-17,1,8,15,-7,-9,2
CTSL1 counter,4,x,-2,9,0,3,0,-4

# Quoted at random: 3 records from the list, in no set order.
31	CCC1CCCCN1C(=O)c1ccc(OC2CCN(Cc3ccccn3)CC2)cc1 (stereo not given)
28	Cc1cccc(-c2nnc(SCC(=O)N3CCOCC3)o2)c1
27	COc1ccc(C(O)P(=O)(OC(C)C)OC(C)C)c(OC)c1 (stereo not given)

Assay by compound,31,28,27
PP1 counter,-3,-1,-1
AHR act,-1,10,0
HCV core dimer,-8,5,-1
TPT1 inhibitor,0,-1,0
PAFAH2 inh,1,-2,-1
procasp3 activ,1,1,0
PP5 primary,-2.6,-1.1,-0.2
procasp7 counter,-9,8,1
CTSL1 counter,0,9,-2

# Additional results follow:
33	Oc1ccccc1-c1nc2cnccn2c1Nc1ccc2c(c1)OCCO2
34	COc1ccc(-n2c(C)cc(C(=O)NC3CCCCC3)c2C)cc1
35	CC(OC(=O)CNC(=O)c1cccs1)C(=O)Nc1ccc(S(N)(=O)=O)cc1 (stereo not given)
36	Cn1c(=O)c2cc(NCc3ccccc3)nnc2n(C)c1=O
37	CCOC(=O)c1ccc(S(=O)(=O)Nc2ccc(N3CCOCC3)cc2)cc1
38	Cc1cccc(-c2nc3ccccc3c(=O)n2NC(=O)c2cccs2)c1
39	COC(=O)Cn1c(CN2CCOCC2)nc2c1c(=O)n(C)c(=O)n2C
40	CN(C)CCCNC(=O)C(=O)NCC1OCCN1S(=O)(=O)c1cccs1 (stereo not given)

Assay by compound,33,34,35,36,37,38,39,40
PP1 counter,-3,2,1,-3,-4,3,2,-3
AHR act,0,4,4,21,-1,9,-2,-2
HCV core dimer,-10,1,-2,0,0,-5,-17,-9
TPT1 inhibitor,1,-3,-1,-13,-6,0,-1,-1
PAFAH2 inh,4,13,-1,17,2,2,-1,-2
procasp3 activ,1,1,-4,1,-5,8,3,-9
PP5 primary,3.3,-0.8,0.6,2.7,0.7,0.5,0.2,0.2
procasp7 counter,-5,4,2,-4,0,2,-7,-6
CTSL1 counter,-1,2,-20,57*,1,-3,13,-1

41	Cc1ccc2c(c1)Oc1ccc(NC(=O)CCCl)cc1C(=O)N2
42	Cc1cc2ccccn2c1C(=O)c1cccc(F)c1
43	Cc1ccc(NS(=O)(=O)N(C)C)cc1
44	O=C(N/N=C/c1ccc2c(c1)OCCO2)c1ccncc1
45	O=C(OC(C(=O)NCc1ccc2c(c1)OCO2)c1ccc(Cl)cc1)c1ccco1 (stereo not given)
46	O=C1NC(=S)N/C1=C/c1ccc2c(c1)OCO2
47	Cc1ccc(NC(=O)CN(C)C(=O)c2cccc(S(=O)(=O)N3CCCC3)c2)cc1
48	CCCCc1c(C)c(C#N)c2[nH]c3ccccc3n2c1=O

Assay by compound,41,42,43,44,45,46,47,48
PP1 counter,-2,1,0,-2,2,-2,-5,0
AHR act,19,-7,-1,8,1,6,4,12
HCV core dimer,-1,-4,1,1,6,-8,x,-9
TPT1 inhibitor,1,-4,-2,-1,-1,1,x,1
PAFAH2 inh,-4,-12,-2,-1,-8,-7,0,13
procasp3 activ,4,-3,1,5,-5,4,5,10
PP5 primary,1.2,2.2,1.4,-1.6,3.2,5.6,1.1,4.7
procasp7 counter,7,-4,10,-2,2,-10,5,7
CTSL1 counter,3,3,-2,-2,-50,-2,x,0

49	O=C(CSc1ccc(-c2cccc([N+](=O)[O-])c2)nn1)N1CCCCC1
50	CCc1[nH]c(=O)c(C#N)c2c1COC(C)(C)C2
51	COc1ccc(OC)c(C(=O)COC(=O)C(CCSC)NC(=O)COc2ccccc2)c1 (stereo not given)
52	COc1ccc(NC(=O)CN(C)CC(=O)c2[nH]c(C)c(C(C)=O)c2C)cc1

Assay by compound,49,50,51,52
PP1 counter,-3,-4,-2,-1
AHR act,2,0,2,7
HCV core dimer,1,0,3,x
TPT1 inhibitor,0,5,2,x
PAFAH2 inh,1,-13,-2,-5
procasp3 activ,0,8,4,5
PP5 primary,1.8,-0.1,2.0,1.6
procasp7 counter,5,-6,-10,2
CTSL1 counter,0,0,-7,x
